Screening data: PubChem, several laboratories
RTF Ca sens inh – cardiac RTF calcium desensitization | AID 493244 | actives 0.12% (n = 340,000) | inhibition, % at 7.15 µM | IANBD-labeled cardiac RTF, Ca2+ fluorescence | P19429+P45379;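 active means inhibition above the mean inhibition of all tested compounds plus 3 SD, cut at about 17% in these data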;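 further: assay run at fixed EC70 calcium of 1.6 mM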
PKA-R2B act – PKA-R2B complex activation | PKA-R2B holoenzyme dissociation, Cy5-IP20 fluorescence polarization; R2B truncated from residue 108, S112A mutant; 0% DMSO only, 100% 113 µM cGMP | activation, % at 11.4 µM | actives 0.079% (n = 340,000) | AID 504700;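 active means activation above a cutoff set at the mean over all compounds plus 3 SD, cut at about 18% in these data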;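 further: higher means more holoenzyme dissociation and a rise in polarization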
SR-BI uptake up – SR-BI HDL lipid transfer activation; CHO ldlA[mSR-BI] cells, DiI-HDL uptake fluorescence, 3 h; 100 = double the neutral-control signal; activation, % at 12.5 µM; actives 0.096% (n = 320,000);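 active means mean replicate activation of at least 60% and every replicate at or above 60%; inconclusive means mean or all-replicate condition met, but not both; inactive means mean below 60% and not all replicates reaching 60%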;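 further: 0% = median plate neutral-control signal and 100% = twice that signal; values of inactives mirror those of a sister screen read the other way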
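Test system: SR-BI-overexpressing, LDLR-lacking CHO cells. Measured by: DiI fluorescence, bottom read. Medium: Ham's F12 with 0.5% BSA, HEPES 25 mM, pH 7.4. Timing: 3 h uptake period with compound, 37 °C.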
DAGLB inhibitor – blocks human DAGLB lipase activity. actives 0.059% (n = 340,000). inhibition, % at 5.17 µM. HEK293T DAGLB membrane lysate, EnzChek fluorogenic substrate. AID 504411. Q8NCG7; in the data active means inhibition above about 34%;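 further: 0% = enzyme with vehicle and 100% = wells lacking enzyme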
NSD2 HMT inh – NSD2 (human) methyltransferase inhibition | O96028 | NSD2 peptide methylation, AlphaScreen, 120 min | inhibition, % at 12.5 µM | actives 0.54% (n = 310,000) | AID 743445; in the data active means inhibition above about 50%
Target sequence (O96028 whole entry, looked up): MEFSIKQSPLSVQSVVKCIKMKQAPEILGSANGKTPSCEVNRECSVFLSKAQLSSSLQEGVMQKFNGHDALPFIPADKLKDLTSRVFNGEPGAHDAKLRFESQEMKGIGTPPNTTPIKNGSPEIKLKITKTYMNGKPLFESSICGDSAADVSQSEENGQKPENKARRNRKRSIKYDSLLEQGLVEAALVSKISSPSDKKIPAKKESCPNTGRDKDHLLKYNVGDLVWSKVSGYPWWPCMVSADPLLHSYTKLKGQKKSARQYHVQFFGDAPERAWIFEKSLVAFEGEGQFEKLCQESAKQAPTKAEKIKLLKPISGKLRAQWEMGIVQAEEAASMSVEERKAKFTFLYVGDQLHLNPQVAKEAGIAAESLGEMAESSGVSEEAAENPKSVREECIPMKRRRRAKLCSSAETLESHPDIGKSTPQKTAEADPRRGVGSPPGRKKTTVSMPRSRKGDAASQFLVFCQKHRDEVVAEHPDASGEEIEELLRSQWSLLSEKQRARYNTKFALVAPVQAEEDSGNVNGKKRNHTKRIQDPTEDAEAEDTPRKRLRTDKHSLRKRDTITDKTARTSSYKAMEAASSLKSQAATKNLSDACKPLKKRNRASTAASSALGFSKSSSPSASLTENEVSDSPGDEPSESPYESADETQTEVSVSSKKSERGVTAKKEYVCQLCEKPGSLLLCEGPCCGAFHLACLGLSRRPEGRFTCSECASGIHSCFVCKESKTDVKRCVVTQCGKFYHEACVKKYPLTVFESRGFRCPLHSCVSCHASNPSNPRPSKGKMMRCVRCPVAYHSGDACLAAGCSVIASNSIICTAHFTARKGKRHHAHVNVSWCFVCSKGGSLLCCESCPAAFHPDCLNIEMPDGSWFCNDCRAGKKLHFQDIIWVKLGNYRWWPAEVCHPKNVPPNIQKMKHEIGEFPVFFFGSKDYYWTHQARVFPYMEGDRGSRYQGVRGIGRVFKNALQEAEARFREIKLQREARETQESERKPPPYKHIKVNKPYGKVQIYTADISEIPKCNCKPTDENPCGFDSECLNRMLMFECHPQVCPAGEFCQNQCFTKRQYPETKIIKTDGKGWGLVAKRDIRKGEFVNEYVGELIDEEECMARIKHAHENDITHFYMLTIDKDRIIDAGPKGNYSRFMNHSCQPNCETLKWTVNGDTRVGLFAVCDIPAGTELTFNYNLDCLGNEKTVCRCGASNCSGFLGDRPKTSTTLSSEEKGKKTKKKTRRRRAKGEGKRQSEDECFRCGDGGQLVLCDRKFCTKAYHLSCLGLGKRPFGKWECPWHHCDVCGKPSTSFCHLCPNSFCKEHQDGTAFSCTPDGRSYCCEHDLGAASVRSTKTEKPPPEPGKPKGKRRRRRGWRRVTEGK
Arrestin-AP2 inh – human beta-arrestin and AP2 interaction inhibition | AID 504490 | actives 0.31% (n = 340,000) | inhibition, % at 10 µM | FITC-arrestin peptide / GST-AP2 beads, flow cytometry; AP2 beta2 appendage carries R879A mutation;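 active means inhibition above a set limit, near 3 SD of compounds lacking own fluorescence, cut at about 54% in these data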;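 further: plate controls were DMSO wells for no effect and 5 µM unlabelled arrestin peptide for full effect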
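test system = AP2 appendage R879A on GSH beads | buffer or medium = PBS plus Tween 20 (0.05%) and BSA (0.1%) | incubation = 12 min plus 1 h, RT | detection = bead flow cytometry, FITC channel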
LANA DNA inh – KSHV C-LANA DNA binding inhibition | MBP-C-LANA/FAM-LBS DNA binding, fluorescence polarization | inhibition, % at 9 µM | actives 0.078% (n = 340,000);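 active means highest replicate inhibition at or above 60% at 9 µM, even if other replicates fall short; inactive means all replicates below 60% inhibition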;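 further: 0% = neutral control wells and 100% = 4 µM acridine orange control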
PvdQ acylase – blocks Pseudomonas aeruginosa PvdQ acylase activity; AID 488965; purified PvdQ acylase, fluorescence plate reader; inhibition, % at 10 µM; actives 0.063% (n = 340,000); in the data active means inhibition above about 30%, passing the limit was not always enough; inconclusive means no clear call, values can overlap the other calls;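 further: 0% = vehicle neutral wells and 100% = reference inhibitor wells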
SR-BI DiI inh – inhibitors of mouse SR-BI mediated HDL lipid uptake. Q61009. ldlA[mSR-BI] CHO cells, DiI-HDL uptake fluorescence, 3 h. inhibition, % at 12.5 µM. actives 0.96% (n = 320,000). AID 488896;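 active means mean replicate inhibition of at least 70% and a set share of replicates each scoring 70 or more; inconclusive means meets just one of the two criteria; inactive means fails both criteria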;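 further: 0% = median of neutral control wells and 100% = median of positive control wells; values of inactives mirror those of a sister screen read the other way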
Keap1-Nrf2 PPI – Keap1-Nrf2 (human) interaction inhibition | actives 0.15% (n = 340,000) | Q14145 | inhibition, % at 9.4 µM | Keap1 Kelch-Nrf2 peptide fluorescence polarization, 1536-well; in the data active means inhibition above about 12%; inconclusive means no clear call, values can overlap the other calls; inactive means below about 7.3%;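 further: human Keap1 Kelch domain with fluorescein labeled Nrf2 9mer peptide probe; 0% = neutral control wells and 100% = peptide positive control; higher means more block of Keap1 binding to Nrf2 peptide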
Active calls of the source: *; ? = inconclusive; . = not tested or not shown. This is a random part of the collection; any-hit rate near 2.1%.

SMILES	RTF Ca sens inh	PKA-R2B act	SR-BI uptake up	DAGLB inhibitor	NSD2 HMT inh	Arrestin-AP2 inh	LANA DNA inh	PvdQ acylase	SR-BI DiI inh	Keap1-Nrf2 PPI
Cc1cccc(NC(=O)CNC(=O)Cn2cc(C(F)(F)F)cc(Cl)c2=O)c1C	-6	-11	3	2	1	-4	-1.4	-13	-3	-2
COc1ccc2nc(C)cc(Nc3ccccc3O)c2c1	1	-9	-33	1	-1	-7	-2.0	-1	33	-1
CCCOc1ccc(C(CC(=O)O)NC(=O)c2ccc3c(c2)OCO3)cc1 (configuration not stated)	-2	-9	13	-2	.	0	0.1	-2	-13	2
CC1(c2ccccc2)CCC(=O)NC1 (configuration not stated)	-2	2	8	4	-1	14	5.3	-5	-8	3
CCN(c1ccccc1)S(=O)(=O)c1c[nH]c2ccc([N+](=O)[O-])cc12	-2	-4	-25	-4	4	6	-1.8	-17	25	0
CC(C)CC1NC(=O)N(CC(=O)NC2CCCc3ccccc32)C1=O (configuration not stated)	2	-1	3	0	1	-14	-0.4	-12	-3	2
CCc1nn2c(N3CCOCC3)cc(C)nc2c1-c1ccccc1	-3	-3	9	-1	-1	12	-1.4	-7	-8	2
CC(=O)c1c(C)[nH]c(C(=O)COc2cc(C)ccc2C(C)C)c1C	-5	4	-59	-1	.	13	0.7	-8	59	-5
CCOc1ccc(/C=C/C(=O)NCCc2ccc(OC)c(OC)c2)cc1	-5	-3	-8	0	-1	57*	2.3	3	8	5
Cc1ccc(NC(=O)c2cc3c(=O)oc4ccccc4c3s2)nc1	-2	12	-14	-5	0	-15	1.2	11	14	1
CC(OC(=O)C(C)Oc1ccccc1)C(=O)Nc1ccc(S(=O)(=O)N2CCCCC2)cc1 (configuration not stated)	-2	3	11	-5	3	27	-1.0	4	-11	3
COc1ccccc1NC(=O)CSCc1nc2ccccc2[nH]1	-7	-2	29	1	-3	2	-0.9	-12	-29	-3
CCN(CC(=O)Nc1cc(Cl)ccc1C)C(=O)CN1C(=O)NC2(CCCC2)C1=O	-9	11	16	-1	-4	24	-0.7	-4	-16	0
CC(=O)/C(=N/Nc1ccc(C)cc1)Sc1nnc(CCc2ccccc2)n1-c1ccccc1	7	-12	-3	-1	14	10	0.0	2	3	-1
CCOc1ccc(S(=O)(=O)N2CCN(C(=O)c3ccc(Cl)c(S(=O)(=O)N4CCOCC4)c3)CC2)cc1	-14	-5	-5	2	1	18	4.3	-4	5	1
O=[N+]([O-])c1ccc(O)c2cccnc12	0	10	8	2	-1	6	0.1	1	-8	3
Cc1ccc(C)c2sc(N)nc12	-1	-7	-2	4	-2	13	0.4	2	2	-2
CC1(C)CC(NC(=O)COc2ccc3ccccc3c2)CC(C)(C)N1	-1	-11	-48	3	-1	11	2.3	-2	48	3
C[C@]12CC(O)C3C(CCC4=CC(=O)CC[C@@]43C)C1CCC2c1csc(-c2ccccc2)n1 (some centres not stated)	-4	-9	-15	-4	0	-3	0.4	-16	15	2
CC(C)(C)c1cc(C2COC(=O)COCCOCC(=O)OCCOCCO2)cc(C(C)(C)C)c1O (configuration not stated)	5	-3	11	-2	-2	11	-1.8	1	-11	2
CCc1ccc(CN2CCC(CO)(CC3CCCCO3)CC2)o1 (configuration not stated)	-20	-2	20	0	4	-4	2.4	-7	-20	-5
COCCn1c(COc2cccc(OC)c2)nnc1SCC(=O)N1CCOCC1	0	-6	20	0	.	2	-0.6	-1	-20	-2
CCOC(=O)N1CCN(CCC(=O)c2ccc(OC)cc2)CC1	7	6	8	-1	-2	-1	-0.8	-17	-8	-16
CCCn1c(CCNc2nc(-c3ccc(Cl)c([N+](=O)[O-])c3)cs2)nc2cc(Cl)c(Cl)cc21	3	-2	-28	-3	.	3	1.5	-5	28	-3
CN(C)S(=O)(=O)c1ccc(N2CCOCC2)c(C(=O)NCc2ccc3c(c2)OCO3)c1	5	5	27	-2	-2	-3	-1.0	10	-27	-6
O=C(Nc1cccc(O)c1)c1cccc(C(=O)Nc2cccc(O)c2)c1	-3	-1	-65	-1	-5	-1	-0.5	-13	65	3
COc1ccc(/C=N/NC(=O)c2ccc(Cl)cc2Cl)cc1COC(C)=O	7	-4	-8	1	-1	-9	0.0	-3	8	2
Cn1c(=O)c2c(nc(N/N=C/c3cccs3)n2Cc2ccccc2)n(C)c1=O	15	-7	20	3	3	4	-0.7	-4	-20	3
COc1ccc(OC)c(NC(=O)CN2C(=O)CSc3ccc(S(=O)(=O)N4CCCC4)cc32)c1	-1	-10	16	2	4	-3	-0.4	-4	-16	4
CNC1(c2nnnn2-c2c(C)cccc2C)CCOC(C)(C)C1 (configuration not stated)	6	-11	-1	0	.	15	1.0	-7	1	-3
Cc1ccc(/C(N)=N/OC(=O)/C=C/c2ccccc2)cc1	4	12	.	-7	-5	2	2.7	-6	.	-2
O=C(Nc1cc(=O)[nH]c2ncnn12)c1ccco1	0	-5	.	-2	0	32	1.1	8	.	0
Cc1cc(C(C)(C)C)oc1C(=O)NCCCNC(=O)c1oc(C(C)(C)C)cc1C	6	-3	36	1	-7	-3	0.3	-3	-36	-3
O=C1C(=O)N2C(=C1C(=O)N1CCCCCC1)c1ccccc1CC21CCCC1	-11	-3	?	-2	1	7	0.5	-10	-15	-5
Cc1ccccc1Cn1c2ccccc2c2cnn(CC(=O)NCCCN3CCOCC3)c(=O)c21	2	-7	-10	-7	9	0	0.7	-15	10	-7
CCOc1ccc(C(=O)Nc2cccc(C(=O)O)c2C)cc1Cl	-14	-11	37	1	-3	-12	-1.4	-9	-37	-3
Cc1ccc(NC(=O)c2ccc(C(C)(C)C)cc2)cc1-n1cnnn1	2	1	-72	-5	0	3	-0.2	-16	?	-5
COC(=O)c1cn(NC(=O)C2CCC(C)CC2)c(=O)c2ccccc12 (configuration not stated)	-5	-2	-20	-1	-2	2	-0.5	-10	20	-2
COc1ccccc1N1CCN(CC(O)COc2ccc3c(c2)OCO3)CC1 (configuration not stated)	-9	4	-1	-8	3	4	0.1	-10	1	-2
Cc1ccc(N(c2ncnc(N)c2[N+](=O)[O-])C2CCCCC2)cc1	-5	7	-3	1	-1	35	-3.3	?	3	4
O=[N+]([O-])c1ccc(NN=Cc2cc(Br)ccc2O)nc1	-1	0	-135	8	4	-2	0.0	-12	135*	3
CCOC(=O)CSc1nnc(NC(=O)NC(C)C)s1	-5	2	0	-1	-3	0	0.7	10	0	-2
Cc1cc2oc(C(=O)Nc3ccc(S(=O)(=O)Nc4nccs4)cc3)cc(=O)c2cc1Cl	-1	11	-7	8	0	-2	1.0	-11	7	-1
COc1ccc(S(=O)(=O)NCC2CCCN(C(=O)CCSC)C2)cc1 (configuration not stated)	-7	-4	3	1	-3	-7	-0.1	-8	-3	1
COc1cccc(-c2ccc3ncnc(NCc4cccc(C)c4)c3c2)c1	3	-8	1	-4	.	28	0.7	-7	-1	2
Cc1ccc(S(=O)(=O)N(C)c2ccc(C)c([N+](=O)[O-])c2)cc1	1	-1	5	-2	0	-9	1.1	0	-5	-1
O=C(c1ccco1)N1CCN(Cc2ccc(Br)cc2)CC1	-5	-7	22	-7	43	-16	-0.1	-12	-22	-2
O=C(CSc1ccc(Cl)cc1)NC1CCCc2ccccc21 (configuration not stated)	8	-9	-18	-7	-3	-2	0.2	3	18	1
CN(C(=O)CCNC(=O)Cn1ccc2ccccc2c1=O)c1ccc(Br)cc1	-21	3	27	-1	-3	14	-1.4	-9	-27	2
CC(=O)NC(C(=O)NCC(N)=O)C(C)C (configuration not stated)	-2	-5	2	2	-2	-2	0.7	-2	-1	-5
O=S(=O)(c1cccc(F)c1)N1CCC(CO)(Cc2cccc(F)c2)CC1	8	-5	-13	-1	-3	7	1.6	0	13	6
CCc1cccc(C)c1NC(=O)CN(C)S(=O)(=O)c1ccc(-c2ccc(=O)[nH]n2)s1	-4	6	14	2	-1	12	0.7	-7	-14	2
CCCc1cc(=O)[nH]c(SCc2cc(Cl)ccc2OC(F)F)n1	-8	4	-3	-7	0	7	1.9	-18	3	-4
CC(=O)N1CC[n+]2c(-c3ccc(Cl)cc3Cl)csc21	3	2	4	-8	4	-11	0.9	-82	-4	-7
COc1ccc(-c2nc(N)sc2C2(O)C(=O)Nc3c(Br)cc(F)cc32)cc1OC (configuration not stated)	-9	0	-10	-1	15	-20	2.0	-11	10	-3
Oc1cc(O)c(CN2CCOCC2)cc1CN1CCOCC1	-4	4	22	-3	3	0	-0.2	-16	-22	-20
CCOC(=O)NNC(=O)c1ccc(Cl)cc1	-9	-6	23	2	-1	-14	2.9	-2	-23	-5
O=C(NCc1ccco1)C(c1ccccc1F)N(CC1CCCO1)C(=O)Cn1nnc2ccccc21 (configuration not stated)	-5	-5	4	-1	3	-3	2.8	-13	-4	-4
O=C1/C(=C\c2cccs2)N=C(c2cccs2)N1Nc1ccccc1	3	-4	-30	1	0	-2	5.2	-3	30	1
Cc1ccc(-c2nc3ncccc3o2)cc1NC(=O)c1ccc2c(c1)OCO2	-2	-8	8	4	1	1	2.7	-9	-8	7
(list continues)
SMILES	RTF Ca sens inh	PKA-R2B act	SR-BI uptake up	DAGLB inhibitor	NSD2 HMT inh	Arrestin-AP2 inh	LANA DNA inh	PvdQ acylase	SR-BI DiI inh	Keap1-Nrf2 PPI
Cc1cc(C)c(C)c(S(=O)(=O)Nc2ccc3cn[nH]c3c2)c1C	-2	-6	-13	-1	-3	-8	-1.5	-11	13	-3
CC(Oc1cc2oc(=O)c3c(c2cc1Cl)CCC3)C(=O)NC1CC(C)(C)NC(C)(C)C1 (configuration not stated)	-3	-8	-23	5	1	22	0.5	-8	23	1
COC(=O)c1ccccc1NC(=O)C(C)Oc1ccccc1 (configuration not stated)	-10	4	-8	-10	-3	0	-2.9	-9	8	-2
O=C(NCCc1ccccc1)c1c(O)c2ccccc2[nH]c1=O	-3	-17	18	-2	-1	-13	1.9	-19	-18	-4
Cc1noc(C)c1C(=O)Nc1ccc(-n2ccc(C(F)(F)F)n2)cc1	-10	1	-37	-2	-3	-13	0.3	-13	37	-1

3 entries out of the list above, sorted by the number in PvdQ acylase, low to high.
| Compound | PvdQ acylase |
| --- | --- |
| Cc1noc(C)c1C(=O)Nc1ccc(-n2ccc(C(F)(F)F)n2)cc1 | -13 |
| Cc1cc(C)c(C)c(S(=O)(=O)Nc2ccc3cn[nH]c3c2)c1C | -11 |
| CC(Oc1cc2oc(=O)c3c(c2cc1Cl)CCC3)C(=O)NC1CC(C)(C)NC(C)(C)C1 (configuration not stated) | -8 |
